Dengue-2 NS5 capping – flavivirus cap methylation enzyme inhibition – biochemical, confirmation dose response, primary screen (AID 588689); inhibition, % at 25 µM; hits with a dose series show IC50 in µM; Dengue-2 NS5 methyltransferase capping enzyme assay, biochemical; higher % means a stronger effect; hit rate 0.3% among 340,000; in the data active = a potency from the dose series
MgcRacGAP inhibition – MgcRacGAP GTPase-activating activity inhibitors, confirmation, biochemical, ADP Hunter fluorescence. MgcRacGAP-stimulated Rac1 GTP hydrolysis, ADP Hunter fluorescence; higher % means a stronger effect; GST-tagged Rac1 F28L mutant substrate. inhibition, % at 30 µM, or IC50 in µM where a hit was titrated. hit rate 0.6% among 340,000. AID 624330;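 active = first-screen hits whose inhibition reached a set limit at any dose in the follow-up dose series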;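 note: fluorescence reports GDP produced by GAP-driven GTP hydrolysis; strong numbers were not always called active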
Dengue-2 NS5 capping pilot replicate – also measured in Dengue-2 NS5 capping; calls as there; inhibition, %; measured here: pilot screen replicate inhibition
* = called active by the depositor. A portion of the library; count on the stated rates, not on these rows.

SMILES	Dengue-2 NS5 capping	MgcRacGAP inhibition	others
COc1ccc(N=Cc2ccccc2O)cc1	-9%	7%
COC(=O)[C@@]12CCCN1[C@H](c1ccc(-c3ccccc3)c(OC)c1)[C@H]1C(=O)N(C)C(=O)[C@H]12	-6%	0%
COc1ccc(CNC(=O)CCNC(=O)c2ccco2)cc1OC	-7%	0%
Cc1ccc(NC(=O)c2ncn(CCCNCC3CCCO3)n2)cc1C (stereo not drawn)	3%	8%
CCc1c(C)c(C#N)c2nc3ccccc3n2c1NCCCN(C)C	0%	11%
COC(=O)[C@]1(Cc2ccccc2)N[C@H](CN(C)S(=O)(=O)c2ccc(C(C)(C)C)cc2)[C@@H]2C(=O)N(Cc3ccccc3)C(=O)[C@@H]21	-4%	5%
CCN(C(=O)CSc1nnc(-c2ccccc2Cl)n1N)c1c(N)n(Cc2ccccc2)c(=O)[nH]c1=O	-7%	6%
O=C(OCc1cn([C@H]2CN(C(=O)C3CCCCC3)[C@@H](c3ccc(Cl)cc3)C[C@@H]2O)nn1)c1ccccc1	-7%	12%
CCC(=O)N(C)C[C@H]1Oc2cc(-c3ccccc3F)ccc2S(=O)(=O)N([C@H](C)CO)C[C@H]1C	1%	13%
O=C(CCN1CCN(c2ccccc2)CC1)NNC(=O)Cc1c(F)cccc1Cl	-3%	7%
Cc1cccc(OCC(=O)OCC(=O)Nc2ccc(Cl)cn2)c1	-10%	2%
Cc1ccc(OC(C)C(=O)N2CCc3ccccc32)c([N+](=O)[O-])n1 (stereo not drawn)	5%	5%
CCN(C[C@H]1N[C@@](C)(C(=O)OC)[C@H]2C(=O)N(Cc3ccccc3)C(=O)[C@@H]12)S(=O)(=O)c1ccc(OC)cc1	-8%	5%	Dengue-2 NS5 capping pilot replicate=-1.2
C[C@H](CO)N1C[C@H](C)[C@@H](CN(C)C(=O)c2ccccc2)Oc2cc(C#C[C@@H](C)O)ccc2S1(=O)=O	-1%	7%
CC(=O)OCC1OC(COC(C)=O)(c2ccc(C)cc2)C(OC(C)=O)C1OC(C)=O (stereo not drawn)	3%	-1%
COc1nc(NC2OC(CO)C(O)C(O)C2O)c(N)c(=O)[nH]1 (stereo not drawn)	21%	20%
Cn1cnc2c(cnn2C)c1=N	-8%	1%
CCOc1ccccc1N1CCN(CC(=O)N(C)CC(=O)Nc2ccccc2CC)CC1	-3%	1%
CCCCCn1nc(C(=O)N(CC)c2c(N)n(CCCC)c(=O)[nH]c2=O)c2ccccc2c1=O	-9%	2%
O=C(NN=Cc1ccc(F)cc1)C1CC1	7%	7%

Looked up one by one from above:
SMILES	Dengue-2 NS5 capping	MgcRacGAP inhibition	others
Cc1ccc(OC(C)C(=O)N2CCc3ccccc32)c([N+](=O)[O-])n1 (stereo not drawn)	5%	5%
O=C(NN=Cc1ccc(F)cc1)C1CC1	7%	7%

Additional structures.
SMILES	Dengue-2 NS5 capping	MgcRacGAP inhibition	others
O=C(NCc1cccs1)c1ccc(CS(=O)Cc2ccc(Cl)cc2)o1 (stereo not drawn)	7%	20%
Cc1cc(C)nc(NN=CC2=C(N3CCOCC3)/C(=C/c3ccc(Cl)cc3)CC2)n1	-16%	11%
O=Nc1c(O)cc(O)c2ccccc12	2%	9%
C(=NN1CCCCCC1)c1ccc2c(c1)OCO2	-7%	31%
CCc1nnc(NC(=O)COC(=O)c2cc(OC)cc(OC)c2)s1	-3%	-5%
S=C(c1ccccc1)N1CCN(c2ccccc2)CC1	-6%	58%
COc1cc(C(C)=O)ccc1OCC(=O)Nc1ccc(C)c(S(=O)(=O)N2CCCCCC2)c1	-4%	4%
CCOC(=O)C1=C(COC(=O)CCS(=O)(=O)c2ccc(C)cc2)NC(=O)NC1C (stereo not drawn)	-5%	-4%
Cc1noc(C)c1COc1ccc(C(=O)NCC(c2c(F)cccc2Cl)N(C)C)cc1 (stereo not drawn)	1%	8%
CCOc1ccccc1C(=O)OCC(=O)Nc1cccc(S(=O)(=O)NC2=NCCCCC2)c1	-3%	5%
Cc1ccc2c(c1)[C@H]1[C@H](CO2)[C@H](c2ccccc2)[C@]2(C)C(=O)N(Cc3ccccc3)CC(=O)N12	2%	1%
O=C(COC(=O)COc1ccc(Cl)cc1Cl)NC1CCCC1	-1%	1%
CCNC(=O)c1cccc(NC(=O)CN2C(=O)NC3(CCCCC3)C2=O)c1	4%	14%
COc1ccc(CN2CCNC(=O)C2CC(=O)N(C)C2CCOCC2)cc1OC (stereo not drawn)	-1%	14%
COc1cc(NC(=NS(=O)(=O)c2ccccc2)c2ccccc2)ncn1	3%	2%
COCC(C)n1c(C)cc(C(=O)COC(=O)c2cc(=O)[nH]c3ccccc23)c1C (stereo not drawn)	-6%	2%
CC1CCCC(NC(=O)CCCCCn2c(=S)[nH]c3ccsc3c2=O)C1C (stereo not drawn)	-6%	11%
CSc1ccc(NC(=O)NN(c2ccccc2)C2CCS(=O)(=O)C2)cc1 (stereo not drawn)	6%	12%
O=C1NC(Cc2ccc(O)cc2)c2nc3ccc(F)cc3c(=O)n2-c2cc3ccccc3cc21 (stereo not drawn)	-4%	7%
COc1cc(C(=O)C(=O)c2ccc(OC)c(OC)c2)ccc1O	5%	1%
Cc1ccc(/C=C/S(=O)(=O)NCCC(=O)NCc2ccccc2F)cc1	-10%	0%
C[C@@H]1CN([C@H](C)CO)C(=O)CCCn2nncc2CO[C@H]1CN(C)Cc1cccc(C(=O)O)c1	0%	9%
O=C(COC(=O)/C=C/c1ccc(OC(F)F)cc1)Nc1cccc(S(=O)(=O)N2CCOCC2)c1	-7%	-2%
CSc1ccccc1NC(=O)COC(=O)CCCOc1ccc(C)cc1	-5%	2%
CCOC(=O)C1=CN(Cc2ccco2)S(=O)(=O)N(CC)C1c1cccc(OC)c1 (stereo not drawn)	-6%	1%	Dengue-2 NS5 capping pilot replicate=-1.8
O=S(OCCN1CCCC1)C(c1ccccc1)c1ccccc1 (stereo not drawn)	-7%	4%
Cc1ccc(N2C(=O)N3[C@@H]4c5ccccc5OC[C@@H]4[C@@H](c4ccccc4)[C@@]3(C)C2=O)cc1	-8%	8%
O=C(OCC(=O)N1CCN(c2ccccc2)CC1)C1CCCN1S(=O)(=O)c1ccc(Cl)cc1 (stereo not drawn)	-7%	4%
CN(CC(=O)NCCc1ccc(S(N)(=O)=O)cc1)CC(=O)Nc1ccc(F)c(F)c1F	1%	0%
O=C(COC(=O)Cn1ccc(=O)[nH]c1=O)Nc1ccc(F)cc1	-13%	2%
Cc1ccc(C(=O)COC(=O)[C@@H](NC(=O)c2ccco2)C(C)C)s1	-6%	2%
CC(C)[C@H](NS(=O)(=O)c1cccc(C(F)(F)F)c1)C(=O)OCC(=O)NC(=O)NCc1ccco1	-8%	6%
CCOC(=O)N1CCN(CC(=O)NC(=O)Nc2ccc3c(c2)OCCO3)CC1	-4%	1%
CCCn1c(N)c(C(=O)COC(=O)/C=C/c2ccc(OC(F)F)c(OC)c2)c(=O)[nH]c1=O	-6%	-7%
COc1ccc(C2=Cc3ccc(OC(C)=O)cc3OC2)cc1	-2%	10%
Cc1ccn(CC(=O)N2CCCC(N3CCN(c4cccc(C(F)(F)F)c4)CC3)C2)n1 (stereo not drawn)	8%	10%
COC(=O)c1ccc(OC)c(CSc2nnc(-c3ccc(C)cc3)o2)c1	-1%	7%
O=c1[nH][nH]c(=O)c2c1[nH]c(=S)n2Cc1ccccc1	5%	7%
Cc1ccc(Cl)c(NC(=O)COC(=O)c2cc[n+]([O-])cc2)c1Cl	2%	7%
CC(C(=O)Nc1ccc(S(=O)(=O)N2CCCC2)cc1)N(C)CC(=O)Nc1cccc(F)c1 (stereo not drawn)	-5%	0%
C[C@H](CO)N1C[C@H](C)[C@@H](CN(C)S(C)(=O)=O)OCc2cnnn2CCCC1=O	-1%	7%
CN(c1ccccc1)S(=O)(=O)c1ccc(C(=O)Nc2cccc(S(=O)(=O)N3CCOCC3)c2)cc1	3%	7%
Nc1nc(-c2ccc([N+](=O)[O-])cc2)cc(=O)[nH]1	6%	2%
CC12CCC(=O)C=C1C(F)CC1C2C(O)CC2(C)C1CCC2(O)C(=O)CO (stereo not drawn)	3%	-2%
COc1ccc(S(=O)(=O)N(C)C[C@H]2Oc3ccc(NC(=O)c4ccncc4)cc3C(=O)N([C@H](C)CO)C[C@@H]2C)cc1	8%	-5%	Dengue-2 NS5 capping pilot replicate=0.3
CCOc1ccc(N2CC(C(=O)Nc3cccc(S(=O)(=O)N4CCOCC4)c3)CC2=O)cc1 (stereo not drawn)	-5%	7%
CCC(O)(Cc1ccccn1)Cc1ccccn1	5%	2%
COc1ccccc1NC(=O)N(C)C[C@H]1OCc2cnnn2CCCC(=O)N([C@@H](C)CO)C[C@H]1C	3%	13%
COc1ccc2c(c1)[C@H]1[C@H](CO2)[C@H](c2ccccc2)[C@]2(C)C(=O)Nc3ccc(F)cc3C(=O)N12	-3%	-2%
O=C(CNC(=O)c1ccc(-c2ccccc2)cc1)Nc1cccc(CO)c1	9%	4%
Going on with the list.
SMILES	Dengue-2 NS5 capping	MgcRacGAP inhibition	others
CCOC(=O)c1csc(NC(=O)CCS(=O)(=O)c2ccc(Cl)cc2)n1	-1%	1%
CC(C)(C)[C@@H]1COC(=O)[C@@H](NC(=O)OCC2c3ccccc3-c3ccccc32)C/C=C\C[C@@H](CC(=O)NCCO)C(=O)N1	-4%	7%
COC1CCN(C(=O)c2cc(COc3cc(C)ccc3C)on2)CC1	-1%	15%
COc1cc(OC)c2c(-c3cccc(/C=C/c4ccc(F)cc4)c3)cc(=O)oc2c1	-2%	7%	Dengue-2 NS5 capping pilot replicate=-3.6
CC(C)COc1ccc(C(=O)NNC(=O)CCC(=O)c2cccs2)cc1	-10%	1%
CC(OC(=O)Cc1ccc(F)cc1)C(=O)N1CCc2ccccc21 (stereo not drawn)	-10%	4%

Entries above containing a Cl atom (11):
SMILES	Dengue-2 NS5 capping	MgcRacGAP inhibition	others
CCN(C(=O)CSc1nnc(-c2ccccc2Cl)n1N)c1c(N)n(Cc2ccccc2)c(=O)[nH]c1=O	-7%	6%
O=C(OCc1cn([C@H]2CN(C(=O)C3CCCCC3)[C@@H](c3ccc(Cl)cc3)C[C@@H]2O)nn1)c1ccccc1	-7%	12%
O=C(CCN1CCN(c2ccccc2)CC1)NNC(=O)Cc1c(F)cccc1Cl	-3%	7%
Cc1cccc(OCC(=O)OCC(=O)Nc2ccc(Cl)cn2)c1	-10%	2%
O=C(NCc1cccs1)c1ccc(CS(=O)Cc2ccc(Cl)cc2)o1 (stereo not drawn)	7%	20%
Cc1cc(C)nc(NN=CC2=C(N3CCOCC3)/C(=C/c3ccc(Cl)cc3)CC2)n1	-16%	11%
Cc1noc(C)c1COc1ccc(C(=O)NCC(c2c(F)cccc2Cl)N(C)C)cc1 (stereo not drawn)	1%	8%
O=C(COC(=O)COc1ccc(Cl)cc1Cl)NC1CCCC1	-1%	1%
O=C(OCC(=O)N1CCN(c2ccccc2)CC1)C1CCCN1S(=O)(=O)c1ccc(Cl)cc1 (stereo not drawn)	-7%	4%
Cc1ccc(Cl)c(NC(=O)COC(=O)c2cc[n+]([O-])cc2)c1Cl	2%	7%
CCOC(=O)c1csc(NC(=O)CCS(=O)(=O)c2ccc(Cl)cc2)n1	-1%	1%
